DT40 TDP1 no CPT – qHTS for Inhibitors of human tyrosyl-DNA phosphodiesterase 1 (TDP1): qHTS in cells in absence of CPT; DT40 Tdp1-/- hTDP1 cells, no CPT, ATP luminescence, 48 h; Potency, µM (highest dose often 46.2 µM), inactives show at the highest dose activity change, negative = growth inhibition, actives largely listed as inhibitors; 420,000 compounds, 15% hits; AID 686978, 2013; further: nearly all actives have a fitted effect of over 55% in size
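DT40 Tdp1-/-;hTDP1 cells, no CPT (DMSO vehicle only), 400 cells/well; compounds pin-transferred; ≥48 hr, 37 °C; CellTiter-Glo 30 min RT dark, luminescence read.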
TDP1 block – blocks human tyrosyl-DNA phosphodiesterase 1 | recombinant TDP1, AlphaScreen DNA substrate cleavage | 350,000 compounds, 0.28% hits | AID 485290 | Q9NUW8 | Potency, µM (top dose mostly 130 µM), for the others: at the top dose activity change, negative = inhibition, hits mostly inhibitors; further: nearly all actives have a fitted effect of over 40% in size
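AlphaScreen read-out: signal falls as enzyme removes the 3' tyrosine-FITC from a 5'-biotinylated DNA oligo (15 nM, 5 min, RT). Enzyme was E. coli-made recombinant Tdp1 at 1 nM, exposed to compound for 15 min beforehand; beads 10 ug/ml, 10 min.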
KAT2A inh – blocks human GCN5L2 histone acetyltransferase. Q92830. GCN5L2 HAT assay, ThioGlo1 CoA-SH fluorescence. Potency, µM (highest dose often 58.9 µM), without a hit: at the highest dose activity change, negative = inhibition, hits mostly inhibitors. 390,000 compounds, 0.21% hits
Target sequence (Q92830 whole entry, looked up): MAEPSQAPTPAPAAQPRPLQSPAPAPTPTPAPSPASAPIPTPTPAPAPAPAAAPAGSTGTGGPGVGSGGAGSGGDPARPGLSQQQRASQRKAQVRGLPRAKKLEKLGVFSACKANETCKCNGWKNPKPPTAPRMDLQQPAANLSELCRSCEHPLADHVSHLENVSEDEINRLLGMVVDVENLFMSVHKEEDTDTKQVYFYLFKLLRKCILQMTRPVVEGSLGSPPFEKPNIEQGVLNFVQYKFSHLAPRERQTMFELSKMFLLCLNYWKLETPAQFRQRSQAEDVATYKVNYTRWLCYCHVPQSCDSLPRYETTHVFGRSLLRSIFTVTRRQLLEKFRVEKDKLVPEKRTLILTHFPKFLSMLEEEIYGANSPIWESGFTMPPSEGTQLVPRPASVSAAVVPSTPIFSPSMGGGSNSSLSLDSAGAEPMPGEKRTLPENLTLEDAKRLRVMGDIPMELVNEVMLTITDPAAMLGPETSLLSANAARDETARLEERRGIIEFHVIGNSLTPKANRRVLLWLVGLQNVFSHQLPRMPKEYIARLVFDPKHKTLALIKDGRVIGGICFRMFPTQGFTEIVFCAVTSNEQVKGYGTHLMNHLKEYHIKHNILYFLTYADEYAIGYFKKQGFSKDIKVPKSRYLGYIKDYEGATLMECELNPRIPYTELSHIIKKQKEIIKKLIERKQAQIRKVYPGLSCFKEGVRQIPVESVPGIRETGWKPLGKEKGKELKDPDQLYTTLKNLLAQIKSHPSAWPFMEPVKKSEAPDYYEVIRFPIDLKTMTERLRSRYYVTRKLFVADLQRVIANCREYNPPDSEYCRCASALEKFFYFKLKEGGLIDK
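qHTS, 1536-well. 20nM enzyme, pH 7.5 HEPES/EDTA/Tween-20 buffer; 15 min compound preinc., RT. Start: 75uM H3(1-25), 70uM AcCoA, 50uM ThioGlo1. Read Ex340/Em540 at t=0 (autofluorescence flag) and t=20 min.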
* = called active by the depositor; ? = inconclusive; . = not tested or not shown; [ ] = dose if it differs, or a comment. The call rests on the fitted dose curve; in most records, active means well fitted curve in the direction sought with a large enough effect; inconclusive means small, poorly fitted or top-dose-only effect, or another doubt; inactive means no such curve, though single readings can be large; an effect the other way counts as inactive or inconclusive. On the % scale 0 is the no-effect control and ±100 the full control effect; potency means the concentration at half of the fitted maximal effect. The list is partial (hit frequency here may not be typical).

SMILES | DT40 TDP1 no CPT | TDP1 block | KAT2A inh
O=C(COc1ccccc1-c1ccccc1)N/N=C/c1cccnc1 | 13µM* | -1% | -8%
CC1CCN(S(=O)(=O)c2ccc(C(=O)N3CCCC(C(F)(F)F)C3)cc2)CC1 (stereo unspecified) | ? | 1% | -2%
CN(C)CCCNc1ncnc2oc(-c3ccccc3)c(-c3ccccc3)c12 | ? | . | -4%
Cc1ccc(NC(=O)N2CCCC2C(=O)NCC2CCCCC2)cc1 (stereo unspecified) | ? | . | -3%
COc1ccc(N=Nc2cnc(C)nc2-c2ccccc2)cc1 | ? | 8% | -13%
COc1ccccc1C1NC=C([N+](=O)[O-])C=C1[N+](=O)[O-] (stereo unspecified) | -7% | 5% | -10%
CCc1nnc(NC(=O)CS(=O)(=O)c2ccccc2)s1 | -2% | 11% | -5%
O=C(CSc1nnc(-c2cccc(F)c2)o1)N1CCCC1 | -18% | . | 1%
CCCC(=O)Nc1ccc2nc(SCCOc3ccccc3)sc2c1 | ? | -1% | -4%
CC(=O)Nc1ccc(S(=O)(=O)NCCSCc2ccc(Cl)cc2Cl)cc1 | 18µM* | 5% | 36%[activator]
Cn1nc2sc3ccccc3n2c(=O)c1=O | 1% | 4% | -10%
CC1CCN(S(=O)(=O)c2cccc(C(=O)NC3CCCCC3)c2)CC1 | -30% | 10% | 0%
CC(C)c1ccccc1NC(=S)NCc1nc2ccccc2[nH]1 | -2% | 3% | -8%
COc1ccc(NS(=O)(=O)c2cccc(C(=O)NCCCn3ccnc3)c2)cc1 | 0% | -4% | -8%
COc1cc2c(cc1NC(=O)CSc1nnnn1-c1ccccc1)oc1ccccc12 | -37% | 6% | ?
CCOC(=O)N1CCN(C(=O)CCS(=O)(=O)c2ccc(Br)s2)CC1 | -22% | 3% | 0%
COC(=O)c1ccc(CSc2nnc(NCc3ccccc3)s2)o1 | -11% | -2% | -4%
CCC(C)C(NC(=O)C1CCC(C)CC1)C(=O)NCc1ccccn1 (stereo unspecified) | -26% | 2% | -4%
O=C(CSc1nc2ccccc2o1)Nc1nccs1 | 9% | 6% | 20%
Cc1c(/C=C/C(=O)c2ccccc2O)cnn1C | ? | 0% | -6%
Cc1nc(-c2ccc(Cl)cc2)sc1C1(C)CC(c2c(Cl)cccc2Cl)=NO1 (stereo unspecified) | ? | -5% | -8%
CC(=O)NC(Cc1ccccc1C)C(=O)NC1CCN(C(=O)c2ccc(C)cc2)CC1 (stereo unspecified) | 6% | -3% | 1%
CC(C)OC(=O)c1ccc(NC(=O)c2ccccc2)cc1 | ? | 5% | -4%
O=C(O)COc1ccccc1/C=N/NC(=O)CN1CCN(Cc2ccc(Cl)cc2)CC1 | 11% | 6% | -5%

Ordered by number of heavy atoms (ascending): some entries from above
SMILES | DT40 TDP1 no CPT | TDP1 block | KAT2A inh
Cc1c(/C=C/C(=O)c2ccccc2O)cnn1C | ? | 0% | -6%
O=C(CSc1nc2ccccc2o1)Nc1nccs1 | 9% | 6% | 20%
CC(C)c1ccccc1NC(=S)NCc1nc2ccccc2[nH]1 | -2% | 3% | -8%
COC(=O)c1ccc(CSc2nnc(NCc3ccccc3)s2)o1 | -11% | -2% | -4%
CCC(C)C(NC(=O)C1CCC(C)CC1)C(=O)NCc1ccccn1 (stereo unspecified) | -26% | 2% | -4%
COc1ccc(NS(=O)(=O)c2cccc(C(=O)NCCCn3ccnc3)c2)cc1 | 0% | -4% | -8%
O=C(O)COc1ccccc1/C=N/NC(=O)CN1CCN(Cc2ccc(Cl)cc2)CC1 | 11% | 6% | -5%

(continued)
SMILES | DT40 TDP1 no CPT | TDP1 block | KAT2A inh
CC(C)NC(=O)c1cc2n(n1)C(C(F)(F)F)CC(c1ccco1)N2 (stereo unspecified) | -2% | 1% | 0%
CCOc1ccc(NC(=O)[C@@H]2CCC(=O)N2C2OC(=O)c3ccccc32)cc1 (stereo partly specified) | -23% | . | -9%
Cc1ccc(Cn2nc3n(c2=O)-c2cc(Cl)ccc2OC3)cc1 | -19% | 3% | -2%
COc1ccc(OC)c(Nc2nc(NCc3ccco3)nc(N)c2[N+](=O)[O-])c1 | ? | 5% | 0%
O=C(N/N=C/c1c[nH]c2ccccc12)c1ccc([N+](=O)[O-])cc1Cl | -25% | . | 1%
Cc1cc(C)c(C2=CSC3=NS(=O)(=O)CCN23)c(C)c1 | -8% | -4% | -8%
CCOc1ccc(CN2CCN(C3CCC3)CC2CCO)cc1 (stereo unspecified) | -2% | . | 3%
COc1cccc(NC(=O)CS(=O)(=O)Cc2nc(-c3ccc(C)cc3)oc2C)c1 | ? | 1% | -2%
c1ccc(CN2CCC3(CC2)Nc2ccccc2CO3)cc1 | -9% | 3% | -7%
CCN(C(=O)CSc1cc(C)c2ccccc2n1)c1c(N)n(Cc2ccccc2)c(=O)[nH]c1=O | -5% | 1% | 4%
Cc1ccc(-c2nc3cc(Cl)ccc3o2)cc1NC(=O)c1cc([N+](=O)[O-])ccc1N1CCOCC1 | -29% | 5% | 0%
CCc1nnc(NC(=O)CSc2nnc(C)n2CC2CCCO2)s1 (stereo unspecified) | -15% | 1% | 2%
CC(=O)n1nc(-c2cccnc2)nc1NCc1ccc(F)cc1 | ? | 5% | 0%
Cc1cc(N/N=C/c2ccc(Cl)cc2)nc(NCc2ccccc2)n1 | 8.2µM* | 8% | -15%
O=C(O)c1ccccc1C(=O)Nc1ccc(-c2csc(-c3ccccc3)n2)cc1 | 9% | 0% | -5%
Cc1ccc(CCNC(=O)C2CCCN(S(=O)(=O)c3cccs3)C2)cc1 (stereo unspecified) | -24% | 0% | -5%
Cc1ccc(C(C)C)c(OCC(=O)OCc2c(C)noc2C)c1 | -12% | 4% | -4%
CNc1cc(C)c(C#N)c2nc3ccccc3n12 | -27% | 5% | -22%
CCCNC(=O)c1onc(CSc2ccc(Cl)cc2)c1C(=O)NCC1CC1 | ? | -13% | -14%
COc1ccc2oc(C(=O)NCCN3CCOCC3)c(C)c2c1OC | -8% | 8% | -2%
Cc1nc2ccccc2c(=O)n1NC(=O)Nc1ccccc1 | 0% | 6% | -3%
CC(/C=N/n1c(-c2cccnc2)n[nH]c1=S)=C\c1ccco1 | -29% | . | -13%
CCOC(=O)c1sc2nc(C3CC3)cc(-c3ccc(F)cc3)c2c1N | -10% | -1% | -17%
COc1ccc(NC(=O)N(C)C[C@H]2Oc3c(NS(=O)(=O)c4cccs4)cccc3C(=O)N([C@H](C)CO)C[C@@H]2C)cc1 | -10% | 1% | 0%
CC(=O)C(C)Oc1ccc2c3c(c(=O)oc2c1)CCCCC3 (stereo unspecified) | ? | -1% | -4%
COCCCn1c(SCC(=O)Nc2nc3ccccc3s2)nnc1-c1ccoc1C | ? | -1%[56.1 µM] | 2%
Cc1cccc(N(CC(=O)Nc2ccccc2F)S(C)(=O)=O)c1 | -11% | 5% | 2%
Fc1ccc(NC(=S)N2CCN(C/C=C/c3ccccc3)CC2)c(F)c1 | ? | -2% | -5%
CCOC(=O)N(C)S(=O)(=O)c1ccccc1[N+](=O)[O-] | ? | 5% | -7%
Cc1ccccc1C(=O)OC1OC(=O)C(Cl)=C1Nc1ccccc1 (stereo unspecified) | ? | -1% | -18%
COc1ccc(C2C(C(=O)O)CCC(=O)N2c2ccc(OC)cc2)cc1 (stereo unspecified) | 2% | 8% | 0%
COc1ccc(CCNC(=O)c2cc(-c3ccc(C)c(C)c3O)n[nH]2)cc1OC | 16µM* | -7% | -9%
C=CC[C@@H](CC(=O)OC(C)(C)C)C(=O)OC[C@H]1CCCN1C(=O)[C@@H](CC=C)CC(=O)N[C@H](CO)Cc1ccccc1 | ? | 1% | 1%
CN1CCN(c2ccc(NC(=O)c3cc([N+](=O)[O-])ccc3N3CCOCC3)cc2)CC1 | -15% | -11% | -18%
COc1cc(NC(=O)Cc2ccc(OC)c(S(=O)(=O)N3CCOCC3)c2)c(OC)cc1Cl | ? | 4% | 1%
N=C1C(c2nc(-c3ccc(F)cc3)cs2)=C(O)CN1Cc1ccc(Cl)cc1 | -12% | 0% | 0%
O=C(COc1ccccc1Br)NCCc1nc2ccccc2[nH]1 | -22% | 5% | -1%
NS(=O)(=O)c1ccc(NC(=O)Nc2ccc(Cl)cc2)cc1 | 16µM* | 2% | -3%
COc1ccccc1N(C)S(=O)(=O)c1ccc(Cl)c(C(=O)OCc2c(C)noc2C)c1 | 23µM* | -3% | -8%
COc1ccc(CNC(=O)Cc2nn(C)c(=O)c3ccccc23)cc1 | 7.3µM* | 3% | -2%
O=C(c1ccccc1)c1ccc(OCC(O)CNCc2cccc(Cl)c2)cc1 (stereo unspecified) | ? | . | -7%
CNC(=O)CSc1nnc(NC(=O)C2CC(=O)N(c3ccccc3OC)C2)s1 (stereo unspecified) | -1% | 4% | 0%
NS(=O)(=O)c1cc(C(=O)OCC(=O)Nc2ccc3c(c2)OCO3)ccc1Cl | 0% | 1% | 0%
CCOC(=O)N1CCc2c(sc3c2c(=O)n(Cc2ccccc2)c(=O)n3CC(=O)Nc2ccc(C)c(C)c2)C1 | 2% | 6% | 1%
O=C(c1ccc(Cl)cc1)C1CCCN(Cc2ccc(Oc3ncccn3)cc2)C1 (stereo unspecified) | -85% | 5% | -1%
COc1ccc(N(CC(O)Cn2c(C)nc3ccccc32)S(=O)(=O)c2ccc(C)cc2)cc1 (stereo unspecified) | ? | 3% | -7%
COc1ccc(OCc2nc(-c3ccc(F)c(F)c3)cs2)cc1 | -15% | 3% | -5%
Cc1cccn2c(=O)cc(COc3cccc(NC(=O)COc4ccccc4)c3)nc12 | ? | 3% | -4%

Quoted at random: 6 records from the list, in no set order.
SMILES | DT40 TDP1 no CPT | TDP1 block | KAT2A inh
COc1ccccc1N(C)S(=O)(=O)c1ccc(Cl)c(C(=O)OCc2c(C)noc2C)c1 | 23µM* | -3% | -8%
NS(=O)(=O)c1cc(C(=O)OCC(=O)Nc2ccc3c(c2)OCO3)ccc1Cl | 0% | 1% | 0%
COc1ccc(OCc2nc(-c3ccc(F)c(F)c3)cs2)cc1 | -15% | 3% | -5%
O=C(COc1ccccc1Br)NCCc1nc2ccccc2[nH]1 | -22% | 5% | -1%
NS(=O)(=O)c1ccc(NC(=O)Nc2ccc(Cl)cc2)cc1 | 16µM* | 2% | -3%
CCOC(=O)N1CCc2c(sc3c2c(=O)n(Cc2ccccc2)c(=O)n3CC(=O)Nc2ccc(C)c(C)c2)C1 | 2% | 6% | 1%

Next section:
SMILES | DT40 TDP1 no CPT | TDP1 block | KAT2A inh
COc1ccc2c(c1)[nH]c1c(=O)n(CCN3CCOCC3)cnc12 | -4% | . | -1%
O=C1CC(N2CCOCC2)C(=O)N1c1ccc2c(c1)OCO2 (stereo unspecified) | -2% | 1% | 3%
CCn1c(SCC(=O)N2CCCC2)nc2c(c1=O)SCC2 | 5% | 7% | 8%
COc1ccc(NC(=O)CC(C)c2ccccc2)cc1S(=O)(=O)N1CCOCC1 (stereo unspecified) | ? | 2% | -11%
O=C(NCC(c1ccco1)N1CCCC1)c1cccc(NS(=O)(=O)c2ccccc2)c1 (stereo unspecified) | ? | . | -5%

High-throughput results as filed in PubChem.
